Assay outcomes (PubChem BioAssay)
human PMI inhibition – inhibitors of human PMI, primary screen, biochemical, fluorescence intensity, coupled assay (AID 1209); purified PMI enzyme, coupled fluorescence intensity; higher % means a stronger effect; one-dose inhibition, % at 20 µM; IC50 in µM for titrated hits; 0.42% of 190,000 active;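 note: plate controls were DMSO vehicle for no effect and wells lacking substrate for full effect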
TNAP activation fold – stimulation of alkaline phosphatase TNAP activity – biochemical, luminescent, no phosphate acceptor, uHTS, primary screen (AID 1001) | purified TNAP, luminescent activation assay, no phosphate acceptor; higher activation fold means a stronger effect | activation fold at 20 µM; hits with a dose series show EC50 in µM | 0.03% of 200,000 active; in the data active = activation fold from about 3, or a potency from the dose series; inactive = the rest, 99 in 100 with activation fold below about 1.6; note: many of its hits are not listed in these tables
SV40 large T antigen – TAg ATPase/helicase activity blockers – biochemical (AID 1903). inhibition, % at 20 µM, or IC50 in µM where a hit was titrated. SV40 large T antigen ATPase/helicase inhibition assay; higher % means a stronger effect. 0.39% of 310,000 active; in the data active = a potency from the dose series; note: strong numbers were not always called active
PMI inhibition – MPI inhibition at elevated mannose 6-phosphate – biochemical, fluorescence intensity, high mannose 6-phosphate, primary screen (AID 1220); recombinant PMI enzyme, coupled fluorescence intensity; higher % means a stronger effect; inhibition, % at 20 µM; hits with a dose series show IC50 in µM; 0.66% of 190,000 active
Insulin prom up – MIN6 insulin promoter up-regulation; AID 1625; 0.3% of 190,000 active; z-score at 5 µM; MIN6 insulin promoter-GFP reporter, high-content imaging; active compounds read high;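 active = z-score above 3 at 5 µM with at least 500 cells counted in the well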
PhoP inhibition – inhibitors of PhoP regulon expression, primary screen, Salmonella Typhimurium, GFP reporter (AID 1863) | S. Typhimurium PhoP-regulated promoter GFP reporter, 4 h; higher % means a stronger effect | one-dose inhibition, % at 50 µM; IC50 in µM for titrated hits | 0.16% of 300,000 active;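 active = inhibition over 29.93%, a cutoff 3 SD above the screen mean, later confirmed by dose response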;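 note: 0% = low Mg2+ inducing control and 100% = high Mg2+ repressing control; strong numbers were not always called active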
West Nile antiviral – West Nile virus antiviral activity, cell-based, CPE readout (AID 1621). CPE inhibition, % at 10 µM, or IC50 in µM where a hit was titrated. West Nile virus-infected cells, CPE inhibition; higher % means a stronger effect. 0.02% of 290,000 active; in the data active = a potency from the dose series; note: strong numbers were not always called active
CSM14.1 death rescue – protection against thapsigargin-triggered cell killing – 384-well, CSM14.1, ATP luminescence, primary screen (AID 1222). cellular ATP content (survival), % at 20 µM, or EC50 in µM where a hit was titrated. CSM14.1 thapsigargin-induced death rescue, ATP luminescence; higher % means a stronger effect. 190,000 tested, under 10 active;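 active = EC50 below 50 µM in the dose-response confirmation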;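 note: death triggered by thapsigargin at about 15 µM added after 2 h compound pretreatment; cell ATP read after overnight thapsigargin exposure of roughly 18 to 22 hours; normalized against plate controls of thapsigargin alone and 5% DMSO vehicle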
RSV antiviral HEp-2 – inhibition of RSV-induced cytopathic effect – HEp-2 cells, primary 10 µM value included (AID 2391); CPE inhibition, % at 10 µM; hits with a dose series show IC50 in µM; 0.13% of 310,000 active; HEp-2 cells, RSV-induced CPE inhibition; higher % means a stronger effect; in the data active = a potency from the dose series; note: strong numbers were not always called active
Insulin prom up cell count – second read-out of Insulin prom up, no call of its own (marks repeat the call); cell count; measured here: cytotoxicity, nuclei count;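 total cells summed across four imaged fields per well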
Numbers without * were called inactive; nt = no result given. Cut-off read from the data, not from the text of the source, unless noted: active = inhibition above about 50%; inactive = the rest.

SMILES	human PMI inhibition	TNAP activation fold	SV40 large T antigen	PMI inhibition	Insulin prom up	Insulin prom up cell count	PhoP inhibition	West Nile antiviral	CSM14.1 death rescue	RSV antiviral HEp-2
C#Cc1ccc([C@H]2C=C(C(=O)N3CCN(Cc4ccccc4)CC3)O[C@@H](OCc3ccc(CO)cc3)C2)cc1	11%	1.1	15%	12%	-1.2	1419	-10%	0.5%	-2.0%	4.6%
Cc1ccc(S(=O)(=O)N2CCCC2C(=O)Nn2cnnc2)cc1 (stereo not given)	-6%	1.1	-1%	-4%	-0.38	1383	2%	-0.5%	-0.7%	0.2%
Cc1cc(C)n(CCNC(=O)CCc2nnc(CCc3ccccc3)o2)n1	11%	1.1	3%	14%	nt	nt	-2%	1.2%	0.4%	1.9%
N#CCCn1cc(C(=O)Nc2ccc(C(=O)O)cc2)c(-c2cccc(Br)c2)n1	nt	nt	5%	nt	nt	nt	-4%	-0.6%	nt	1.3%
CCCNC(=S)Nc1ccc(Oc2ccccc2)cc1	8%	1	1%	7%	-0.29	880	8%	0.5%	-1.6%	0.4%
Cc1cccc(NC(=O)CSc2nnc(-c3ccco3)o2)c1C	2%	1.1	1%	3%	1.3	1194	0%	0.2%	-1.7%	-0.3%
Cc1[nH]c2ccccc2c1Cc1nnc(SCc2ccccc2)o1	18%	1.1	9%	10%	2.6	981	2%	-0.1%	2.0%	7.2%
O=C(CSc1ncnc2nc[nH]c12)Nc1ccc(Br)cc1Cl	nt	nt	28%	nt	-0.5	970	-4%	0.2%	nt	21%
CCC(C)NC(=O)c1oc2ccc(S(=O)(=O)N3CCC4(CC3)OCCO4)cc2c1C (stereo not given)	nt	nt	3%	nt	nt	nt	3%	0.5%	nt	1.8%
Cc1cnc(CNC(=O)C2CCC(=O)N(Cc3ccc(Cl)cc3)C2)[nH]1 (stereo not given)	nt	nt	16%	nt	nt	nt	-1%	0.0%	nt	1.9%
CCCCNC(=O)c1ccc2c(c1)ncn2C1CCCC1	-4%	1.2	-1%	-6%	nt	nt	-3%	1.6%	-1.6%	2.1%
COc1ccccc1NC(=O)c1ccc(S(=O)(=O)N(C)C)cc1	14%	1.1	35%	16%	1	1697	0%	0.1%	-3.3%	1.7%
Cc1ccc(N(NC(=O)C(O)(c2ccccc2)c2ccccc2)C(=O)CCl)cc1	-6%	1.2	10%	-8%	-0.23	822	-14%	14%	-9.4%	-1.7%
CC(=O)c1cccc(OCC(O)CNCC2COc3ccccc3O2)c1 (stereo not given)	nt	nt	1%	nt	nt	nt	7%	0.2%	nt	-1.7%
COc1cc2c(cc1NC(=O)CSc1ccc(C)cc1)oc1ccccc12	12%	1	26%	10%	-0.09	1546	-10%	-0.4%	-3.5%	29%
Cc1ccc(C(=O)N2CCC(N3CCC(C(=O)N4CCOCC4)CC3)CC2)cc1C	nt	nt	13%	nt	nt	nt	0%	-0.3%	nt	1.1%
O=C(c1ccco1)N1CCN(C(c2ccc(F)cc2)c2nnnn2Cc2cccs2)CC1 (stereo not given)	-8%	1.1	14%	-6%	0.64	980	16%	1.1%	3.5%	2.6%
Cc1sc2nc(SCC(=O)N(CCO)CCO)n(C3CCCCC3)c(=O)c2c1C	2%	1	-1%	8%	-0.69	942	-6%	-0.3%	-0.4%	-1.9%
COc1cccc(C(=O)Nc2ccccc2C(=O)NCC2CCCO2)c1 (stereo not given)	nt	nt	5%	nt	nt	nt	-2%	0.5%	nt	2.1%
COc1ccc(N(Cc2cc(=O)[nH]c3ccccc23)C(=O)CCl)cc1	nt	nt	2%	nt	nt	nt	-1%	-2.5%	nt	-2.9%
COc1ccc(Cl)cc1S(=O)(=O)NC(C)C(=O)NCc1ccccn1 (stereo not given)	nt	nt	-2%	nt	nt	nt	1%	0.1%	nt	0.4%
COCCCNC(=O)c1cn(C)c(=O)c2c1c1ccccc1n2C	nt	nt	9%	nt	nt	nt	3%	-0.4%	nt	0.0%
CCNc1nc(NCC)nc(Oc2ccc(OCC)nn2)n1	-2%	1.2	13%	-2%	-0.31	1155	-4%	-0.1%	0.4%	0.0%
CC(=O)N1CCC(C(=O)OCc2ccccc2F)(c2ccccc2)CC1	nt	nt	3%	nt	nt	nt	3%	-1.0%	nt	2.9%
O=C(NCCC1=CCCCC1)c1ccc(Cl)c(S(=O)(=O)Nc2ccccc2)c1	25%	1.1	-7%	21%	0.29	1904	7%	-0.5%	-2.0%	1.2%

Next part; it opens with the four that closed the last part.
SMILES	human PMI inhibition	TNAP activation fold	SV40 large T antigen	PMI inhibition	Insulin prom up	Insulin prom up cell count	PhoP inhibition	West Nile antiviral	CSM14.1 death rescue	RSV antiviral HEp-2
COCCCNC(=O)c1cn(C)c(=O)c2c1c1ccccc1n2C	nt	nt	9%	nt	nt	nt	3%	-0.4%	nt	0.0%
CCNc1nc(NCC)nc(Oc2ccc(OCC)nn2)n1	-2%	1.2	13%	-2%	-0.31	1155	-4%	-0.1%	0.4%	0.0%
CC(=O)N1CCC(C(=O)OCc2ccccc2F)(c2ccccc2)CC1	nt	nt	3%	nt	nt	nt	3%	-1.0%	nt	2.9%
O=C(NCCC1=CCCCC1)c1ccc(Cl)c(S(=O)(=O)Nc2ccccc2)c1	25%	1.1	-7%	21%	0.29	1904	7%	-0.5%	-2.0%	1.2%
COc1cc(/C=N/n2cnnc2-n2nc(C)cc2C)cc([N+](=O)[O-])c1O	nt	nt	7%	nt	-0.04	1362	3%	1.6%	nt	1.8%
Cc1ccc(Nc2nnc(SCC(=O)NCc3ccco3)s2)cc1	-2%	1.1	19%	-1%	-0.73	913	-7%	0.1%	0.0%	nt
COc1ccc(NC2CCCN(C(=O)COc3ccc(Cl)cc3C)C2)cc1OC (stereo not given)	nt	nt	38%	nt	nt	nt	-4%	-0.8%	nt	6.2%
CCOC(=O)c1sc(Nc2ccc(OCC)cc2)nc1C	15%	1	nt	17%	-0.05	1633	nt	-1.0%	0.4%	1.2%
CC(C)(C)CN1CCNC(=O)C1CC(=O)NCCc1ccccc1F (stereo not given)	-3%	1.1	4%	17%	0.12	1393	4%	0.1%	2.3%	0.8%
CC(=O)NCc1nc2ccccc2n1Cc1ccccc1C	5%	1	4%	2%	-0.82	1828	-6%	-0.2%	-1.1%	2.0%
COc1ccc(C(=O)C[n+]2ccc3c(c2)nnn3-c2ccccc2)cc1	-12%	1.1	6%	-4%	-0.08	1324	-2%	-0.6%	-1.4%	-2.5%
COc1cc(O)ccc1/C=N/NC(=O)c1ccc([N+](=O)[O-])cc1	-21%	0.9	24%	-7%	-0.21	1032	-2%	-0.6%	nt	-1.0%
CC(C)NC(=S)NN(c1ccccc1)c1ccccc1	1%	0.9	9%	-1%	0.15	947	9%	1.5%	-2.0%	0.2%
CCOc1c(Nc2cccc(Cl)c2)c(=O)c1=O	nt	nt	19%	nt	0.15	1027	-12%	0.1%	nt	1.3%
Cc1nn(-c2ccccc2)c(N)c1C1(O)C(=O)Nc2ccc([N+](=O)[O-])cc21 (stereo not given)	nt	nt	1%	nt	-0.1	1332	-4%	0.3%	nt	2.5%
C/C(=N\NC(=O)C(=O)Nc1ccc(C)cc1)c1ccncc1	3%	1.2	-3%	-7%	-0.02	1074	0%	0.2%	-1.5%	1.2%
O=C(Nc1cccc(S(=O)(=O)N2CCCC2)c1)c1ccncc1	nt	nt	20%	nt	nt	nt	1%	-1.3%	nt	11%
O=C(Nc1cc(C(F)(F)F)ccc1-n1cncn1)c1ccc(Br)cc1	10%	1	4%	9%	-0.4	1522	-8%	-0.6%	-0.1%	12%
COc1cccc(NC(=O)COc2ncnc3sc(C)c(C)c23)c1	19%	1.1	3%	8%	-0.09	886	-1%	0.0%	4.8%	-0.5%
CCc1ccc(NC(=O)N[C@H](C(=O)O)C(C)CC)cc1 (stereo not given in full)	nt	nt	16%	nt	0.03	978	3%	1.4%	nt	-0.4%
O=c1c(Cc2c(F)cccc2Cl)c(O)ccn1CCCN1CCOCC1	2%	1	-1%	6%	0.32	1663	0%	-0.3%	1.5%	0.7%
COC(=O)/C=C/COc1ccccc1[N+](=O)[O-]	-15%	1.2	2%	-20%	-0.15	1580	6%	-0.3%	-0.5%	0.0%
CCOC(=O)Cn1c(=O)c2c(nc(Br)n2CC(=O)OCC)n(C)c1=O	3%	1.1	2%	3%	-0.08	1329	11%	-0.2%	-0.6%	0.2%
Cc1ccccc1N(CC(=O)NCCc1ccccc1)C(=O)c1csnn1	nt	nt	1%	nt	nt	nt	11%	-1.1%	nt	1.6%
CC(C)C(NS(=O)(=O)c1ccccc1)C(=O)N1CCCCCC1 (stereo not given)	nt	nt	7%	nt	nt	nt	-4%	0.2%	nt	4.3%
COc1ccccc1C/C(N)=N/OC(=O)COc1cccc(C)c1	6%	1.1	5%	6%	-0.01	1208	15%	-1.1%	-9.2%	2.2%
Cc1ccc(NC(=O)CCN2CCN(C/C=C/c3ccccc3)CC2)cc1C	-23%	1	24%	-14%	-0.64	513	11%	nt	-1.4%	-1.5%
COc1ccc(NC2=CC(=O)N(C)C2=O)cc1	13%	1	16%	50%	0.45	1111	2%	0.9%	-1.9%	4.6%
c1cncc(C(c2nnnn2C2CCCC2)N2CCCC2)c1 (stereo not given)	14%	1.2	2%	6%	0.74	1325	4%	0.1%	0.3%	0.0%
(continued)
SMILES	human PMI inhibition	TNAP activation fold	SV40 large T antigen	PMI inhibition	Insulin prom up	Insulin prom up cell count	PhoP inhibition	West Nile antiviral	CSM14.1 death rescue	RSV antiviral HEp-2
CCCN(CCC)C(=O)Cc1coc2ccc3ccccc3c12	4%	1	3%	5%	0.12	885	-1%	-0.3%	3.2%	4.1%
COc1cccc(CN2CCCC(C(=O)Nc3ccc(-c4cscn4)cc3)C2)c1 (stereo not given)	nt	nt	2%	nt	nt	nt	6%	0.1%	nt	1.2%
CCOC(=O)c1sc(N)c(C#N)c1CSc1nc2ccc(C)cc2[nH]1	28%	1	7%	17%	-0.35	1243	-3%	0.0%	-0.6%	4.1%
O=C(CCC(=O)N(CC(=O)NC1CCCCC1)c1ccc(F)cc1)Nc1nccs1	nt	nt	7%	nt	nt	nt	-4%	-0.5%	nt	0.5%
CC1=Nn2c(nc(-c3ccccc3)c2-c2ccccc2)N(CC(N)=O)C(=O)C1	0%	1.1	10%	4%	1	1057	-4%	0.3%	-0.7%	0.8%
CCC1CN(C(=O)NCc2ccc(C)cc2)c2ccccc2O1 (stereo not given)	nt	nt	6%	nt	nt	nt	4%	-0.5%	nt	0.4%
CCCCCCCC1CC(=O)C=C(C)C1C(=O)OCC (stereo not given)	nt	nt	6%	nt	0.29	1425	-8%	0.0%	nt	1.8%
CCCn1c(N)c(C(=O)CSc2nnc(-c3cccnc3)n2-c2ccc(C)cc2C)c(=O)[nH]c1=O	-6%	1.1	14%	-5%	0.27	1510	20%	0.0%	-2.8%	1.4%
Cc1ccc(C)c(S(=O)(=O)NCc2ccc3c(c2)OCO3)c1	nt	nt	8%	nt	nt	nt	2%	0.5%	nt	1.2%
O=C(CN1C(=O)C2C3C=CC(C3)C2C1=O)Nc1nc2ccccc2[nH]1 (stereo not given)	-2%	1.1	-9%	2%	0.08	882	-4%	0.1%	-1.0%	2.3%
O=C(O)COc1ccc(/C=N/NC(=O)c2cccc3ccccc23)cc1	nt	nt	4%	nt	nt	nt	3%	0.0%	nt	1.1%
COC(=O)c1ccc(Cc2ccc(C(=O)OC)o2)o1	6%	1.1	2%	4%	0.21	1743	-5%	0.5%	0.4%	-0.7%
